Screening data as filed in PubChem BioAssay.
M4 PAM = human M4 muscarinic receptor positive allosteric modulators, primary screen, CHO-K1 cells, Fluo-8 calcium fluorescence | CHO-K1 hM4/Gqi5, ACh EC20; 0% = ACh EC20, 100% = maximal ACh | activation, % at 3 µM | 360,000 compounds, 0.4% hits | Muscarinic acetylcholine receptor M4 (Homo sapiens), P08173;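 active means activation above its plate's cutoff, the mean activation of sample wells plus 3 SD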; further: some results filed as inactive read as strong as hits
Target sequence (P08173 whole entry, looked up): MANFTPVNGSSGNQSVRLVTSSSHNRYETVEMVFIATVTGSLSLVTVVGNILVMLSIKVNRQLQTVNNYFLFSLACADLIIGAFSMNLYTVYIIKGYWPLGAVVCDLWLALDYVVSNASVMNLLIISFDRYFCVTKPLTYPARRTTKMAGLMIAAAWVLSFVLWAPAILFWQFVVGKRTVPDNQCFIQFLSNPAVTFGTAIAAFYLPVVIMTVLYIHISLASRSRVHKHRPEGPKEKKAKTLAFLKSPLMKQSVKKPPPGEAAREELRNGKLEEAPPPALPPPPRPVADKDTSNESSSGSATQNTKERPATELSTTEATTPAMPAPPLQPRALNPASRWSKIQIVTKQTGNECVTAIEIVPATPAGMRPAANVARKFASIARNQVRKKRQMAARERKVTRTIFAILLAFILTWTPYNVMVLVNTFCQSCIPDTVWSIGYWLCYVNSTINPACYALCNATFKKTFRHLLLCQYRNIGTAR
IDE cell inh = human IDE inhibitors in live cells, primary screen, fluorescence polarization, HEK cells, FAbetaB substrate. FAbetaB cleavage. inhibition, % at 5.59 µM. 320,000 compounds, 0.41% hits;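 active means percent inhibition above the average of all tested compounds plus 3 SD, set per screening campaign, cut at about 16% in these data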;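 further: IDE supplied by intact live HEK cells; FP after avidin binding of uncleaved biotin substrate so inhibition keeps polarization high; 0% = DMSO wells and 100% = 60 µM reference IDE inhibitor Ii1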
p-CIP stab down = p/CIP-EGFP fusion destabilizers, primary screen, fluorescence, F442A cells. Q05BA5. 16 h. decrease of EGFP signal, % at 10 µM. 290,000 compounds, 0.01% hits. AID 1984, 2009;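 active means EGFP signal decrease of at least 30% at 10 µM or well 3 SD below plate mean, unless failing retest; inactive means the rest, including hits failing retest or dose response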; further: some compounds called inactive have numbers as strong as hits; many of its hits are not listed in these tables
GalR3 antagonist = GalR3 antagonists in HEK293 cells, primary screen, cell-based, fluorescence readout. HEK293 GalR3-CNG cAMP membrane potential fluorescence; galR3 body fused to GalR1 C-terminus. inhibition, % at 3 µM. Galanin receptor type 3 (Homo sapiens), O60755. AID 651719, 2012. 360,000 compounds, 0.44% hits;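 active means inhibition above the screen-wide average plus 3 SD, cut at about 13% in these data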;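 further: forskolin and galanin both at EC90 stimulate the cells; cAMP rise reported by CNG channel membrane potential dye signal; 0% = forskolin plus galanin with DMSO and 100% = forskolin alone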
Target sequence (O60755 1-299 limits assumed): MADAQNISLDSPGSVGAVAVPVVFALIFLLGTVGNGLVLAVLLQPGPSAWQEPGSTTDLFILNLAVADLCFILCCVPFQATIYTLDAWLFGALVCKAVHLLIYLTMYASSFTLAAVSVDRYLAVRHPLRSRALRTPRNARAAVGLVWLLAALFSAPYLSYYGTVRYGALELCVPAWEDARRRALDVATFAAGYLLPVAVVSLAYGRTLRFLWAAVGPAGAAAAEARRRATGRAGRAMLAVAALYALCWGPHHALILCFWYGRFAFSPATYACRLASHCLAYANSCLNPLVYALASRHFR
MEKK3 PB1 HTS = modulators of MEKK3-MEK5 PB1 binding, primary screen, biochemical, wildtype MEKK3, multiplex bead flow cytometry, Alexa488-MEK5 | Mitogen-activated protein kinase kinase kinase 3 (Homo sapiens), Q99759 | bead-based flow cytometry, Alexa488-MEK5 binding to MEKK3; actives lie on both sides; 0 = blocked by unlabeled MEK5, 100 = vehicle | binding response (% of control), % at 10 µM | 290,000 compounds, 1.4% hits;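 active means binding response more than 3 SD above or below the average of its plate-row segment, actives on both sides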;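 further: Alexa488 bead fluorescence after subtracting the streptavidin-only scavenger bead signal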
PHOSPHO1 inh = PubChem AID 1565 | Phosphoethanolamine/phosphocholine phosphatase (Homo sapiens), Q8TCT1 | recombinant PHOSPHO1, absorbance phosphatase assay | inhibition, % at 13.3 µM | 290,000 compounds, 1.1% hits; in the data active means inhibition above about 60%
Target sequence (Q8TCT1 whole entry, looked up): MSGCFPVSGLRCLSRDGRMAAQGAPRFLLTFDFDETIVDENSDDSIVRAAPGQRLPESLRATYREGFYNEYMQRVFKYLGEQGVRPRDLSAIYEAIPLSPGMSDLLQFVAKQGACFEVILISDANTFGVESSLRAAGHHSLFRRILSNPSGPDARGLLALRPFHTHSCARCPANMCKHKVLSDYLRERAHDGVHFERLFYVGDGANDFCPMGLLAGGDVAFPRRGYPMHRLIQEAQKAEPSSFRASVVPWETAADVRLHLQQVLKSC
Numbers without * were called inactive; x = not tested or not shown. These rows are one share of the data; the hit share may differ from the screen's.

Start of the data: the first 3 records (preview)
cpd	SMILES	M4 PAM	IDE cell inh	p-CIP stab down	GalR3 antagonist	MEKK3 PB1 HTS	PHOSPHO1 inh
1	CCCCn1c(=O)c(C(=O)Nc2nc3ccccc3[nH]2)c(O)c2ccccc21	x	x	-9	x	x	-8
2	Cc1ccc(-n2nc(C)c(C3C(C#N)=C(N)Oc4c3c(=O)oc3ccccc43)c2Cl)cc1 (stereo not given)	x	x	11	x	x	0
3	O=C1NC(=S)N(Cc2ccco2)C(=O)/C1=C\c1cccs1	x	x	-2	x	89	77*

Results, from the start:
cpd	SMILES	M4 PAM	IDE cell inh	p-CIP stab down	GalR3 antagonist	MEKK3 PB1 HTS	PHOSPHO1 inh
1	CCCCn1c(=O)c(C(=O)Nc2nc3ccccc3[nH]2)c(O)c2ccccc21	x	x	-9	x	x	-8
2	Cc1ccc(-n2nc(C)c(C3C(C#N)=C(N)Oc4c3c(=O)oc3ccccc43)c2Cl)cc1 (stereo not given)	x	x	11	x	x	0
3	O=C1NC(=S)N(Cc2ccco2)C(=O)/C1=C\c1cccs1	x	x	-2	x	89	77*
4	CCCn1cc2c3c(cccc31)C1CC(C)CN(C)C1C2 (stereo not given)	x	x	-2	x	97	25
5	CC12CCC3C(CC=C4CC(O)CCC43C)C1C/C(=C\N1CCCC1)C2=O (stereo not given)	x	x	3	x	97	49
6	CC[C@H](C)[C@@H]1O[C@@]2(C=CC1C)CC1C[C@@H](CC=C(C)C(O[C@H]3CC(OC)C(O[C@H]4CC(OC)C(O)C(C)O4)C(C)O3)C(C)C=CC=C3CO[C@@H]4C(O)C(C)=C[C@@H](C(=O)O1)[C@]34O)O2 (stereo not given in full)	x	2	x	x	x	x
7	Clc1ccc(CO/N=C(\Cn2ccnc2)c2ccc(Cl)cc2Cl)c(Cl)c1	x	5	x	x	104	x
8	NCCc1ccccn1	x	-4	x	x	101	x
9	CC(N)Cc1ccccc1Sc1ccc(O)cc1 (stereo not given)	x	1	3	x	x	-15
10	Cn1c2ccccc2c2cnn(CC(=O)N3CCC4(CC3)OCCO4)c(=O)c21	x	0	-2	x	x	5
11	CCNc1cc(N2CCNCC2)ccc1[N+](=O)[O-]	x	0	-10	x	x	50
12	N#C/C(=C\c1cccc(O)c1)C(=O)O	3	x	x	x	x	x
13	CNCC(=O)c1ccc(O)c(O)c1	5	x	x	x	x	x
14	CC1C2Cc3ccc(O)cc3C1(C)CCN2CC1CC1 (stereo not given)	x	x	x	-5	x	x
15	Cc1cc(N2CCNC[C@@H]2C)ccc1N1CCN[C@@H](C)C1	x	x	x	-7	x	x
16	CS(=O)(=O)N1Cc2cc(Br)ccc2-n2nncc2C1	x	x	x	-4	x	x
17	c1ccc(CCN2CCC3CCNC3C2)cc1 (stereo not given)	x	x	x	-7	x	x
18	Cc1ccc(OC(=O)N(C)C[C@H]2OCc3cnnn3CCCC(=O)N([C@@H](C)CO)C[C@@H]2C)cc1	x	x	x	-4	x	x
19	O=C1C2CC=CCC2C(=O)N1SC(Cl)(Cl)Cl (stereo not given)	x	x	x	35*	x	x
20	CN1OC[C@@H]2CN3C4(C[C@@H]21)c1ccccc1C3(c1ccccc1)c1ccccc14	x	x	x	-8	x	x
21	CC(=O)C1=C(C)OC2=C(C(=O)CCC2)[C@@]12C(=O)N(C)c1ccccc12	x	x	x	-5	x	x
22	Clc1cc(Cl)cc(CN2Cc3cc(Br)ccc3-n3nncc3C2)c1	x	x	x	-8	x	x
23	C=C1C(=O)OC2CCN3CC=C(COC(=O)C(C)(O)C4(CO4)C1C)C23 (stereo not given)	x	x	x	-3	x	x
24	CC[C@]12CCN(CC3(O)CC3)C(Cc3ccc(O)cc31)C2(C)C	x	x	x	-2	x	x
25	CN1CC[C@@H]2CN[C@H](c3ccccc3Br)C[C@@H]21	x	x	x	-3	x	x
26	N#Cc1ccc(NC(=S)N2Cc3ccc(Br)cc3-n3nncc3C2)cc1	x	x	x	-8	x	x
27	CCCN(CCC)CCc1c[nH]c2ccccc12	x	x	x	-1	x	x
28	CC(C)C(CN1CCC(C)(c2cccc(O)c2)[C@@H](C)C1)NC(=O)C1Cc2ccc(O)cc2CN1 (stereo not given in full)	x	x	x	0	x	x
29	O=C(c1ccccc1)N1Cc2cc(Br)ccc2-n2nncc2C1	x	x	x	-4	x	x
30	CCN(CC)C(=O)[C@@H]1C=C2c3cccc4[nH]c(Br)c(c34)C[C@H]2N(C)C1	x	x	x	-11	x	x
31	COC(=O)C1C(OC(=O)c2ccccc2)CC2CCC1[N+]2(C)C (stereo not given)	x	x	x	-1	x	x
32	O=C(NC1CN2CCC1CC2)c1ccc(Cl)cc1 (stereo not given)	x	x	x	0	x	x

Next part:
Each structure is followed by: M4 PAM	IDE cell inh	p-CIP stab down	GalR3 antagonist	MEKK3 PB1 HTS	PHOSPHO1 inh
#33 Cc1cc(O)ccc1Cl
  x	x	x	-2	x	x
#34 Cc1ccc(C(=O)NCCN2CCC3(CC2)C(=O)NCN3c2ccccc2)cc1
  x	x	x	-8	x	x
#35 Cc1cccc2nc(-c3ccccc3)c(-c3ccc(CN4CCC(n5c(=O)[nH]c6cc(Cl)ccc65)CC4)cc3)nc12
  x	x	x	-8	x	x
#36 Clc1ccc([C@@H]2CC3CCC2N3)cn1 (stereo not given in full)
  x	x	x	-3	x	x
#37 COc1cccc(-c2ccc3c(c2)C2c4cnnn4-c4ccccc4C(=O)N2CC3)c1 (stereo not given)
  x	x	x	-5	x	x
#38 O=C(NCCN1CCC2(CC1)C(=O)NCN2c1ccccc1)c1cc(C(F)(F)F)ccc1C(F)(F)F
  x	x	x	-5	x	x
#39 Fc1ccc2nc(-c3ccc(CN4CCC(n5nnc6ccccc65)CC4)cc3)c(-c3ccccc3)nc2c1
  x	x	x	-6	x	x
#40 O=P(OCCCl)(OCCCl)OCCCl
  x	x	x	1	x	x
#41 N#Cc1ccc2nc(-c3ccc(CN4CCC(n5nnc6ccccc65)CC4)cc3)c(-c3ccccc3)nc2c1
  x	x	x	-6	x	x
#42 O=S(=O)(c1ccc(Cl)cc1)N1Cc2ccc(Br)cc2-n2nncc2C1
  x	x	x	-9	x	x
#43 COc1cccc(NC2=NCCS2)c1
  x	x	x	-6	x	x
#44 CCN(C)C(C)Cc1cccc(C(F)(F)F)c1 (stereo not given)
  x	x	x	0	x	x
#45 O=C1NCN(c2ccccc2)C12CCN(C(c1cc3ccccc3o1)c1nnnn1Cc1ccccc1)CC2 (stereo not given)
  1	x	x	-7	x	x
#46 CCOC(=O)[C@]12Cc3ccccc3[C@H]1N(C1CCCCC1)C(=O)c1cc(OC)ccc12
  4	x	x	-8	x	x
#47 COC(=O)[C@@]1(Sc2ccc(C)cc2)CC(=O)N(P(=O)(OC)OC)[C@@H]1c1ccccc1
  3	x	x	-1	x	x
#48 Cc1nc2ccccc2c(=O)n1-c1nccs1
  21	x	x	-5	x	x
#49 COc1cccc(C(c2nnnn2-c2c(C)cccc2C)N2CCC(n3c(=O)[nH]c4ccccc43)CC2)c1OC (stereo not given)
  -6	x	x	0	x	x
#50 S=C(NCCc1ccccc1)N1Cc2cc(N3CCCCC3)ccc2-n2nncc2C1
  -6	x	x	-6	x	x
#51 Cc1cccc(C)c1-n1nnnc1C(C1CC1)N1CCC(n2c(=O)[nH]c3ccccc32)CC1 (stereo not given)
  -7	x	x	-4	x	x
#52 CSCCC(c1nnnn1C1CCCCC1)N1CCC(n2c(=O)[nH]c3ccccc32)CC1 (stereo not given)
  -15	x	x	-9	x	x
#53 O=C1NCN(c2ccccc2)C12CCN(C(c1nnnn1C1CCCCC1)C1CC1)CC2 (stereo not given)
  -1	x	x	-10	x	x
#54 CCOC(=O)[C@]12Cc3ccc(C)cc3[C@H]1N(C1CCCCC1)C(=O)c1ccccc12
  2	x	x	6	x	x
#55 O=c1[nH]c2ccccc2n1C1CCN(C(CCc2ccccc2)c2nnnn2C2CCCCC2)CC1 (stereo not given)
  -5	x	x	-3	x	x
#56 CCOC(=O)[C@]12Cc3c(cc(OC)c(OC)c3OC)[C@H]1N(C(C)C)C(=O)c1cc(OC)ccc12
  4	x	x	0	x	x
#57 S=C(NCCc1ccccc1)N1Cc2ccc(Br)cc2-n2nncc2C1
  0	x	x	-7	x	x
#58 CCOC(=O)[C@]12Cc3cc(Cl)ccc3[C@H]1N(C1CCCCC1)C(=O)c1cc(OC)ccc12
  -9	x	x	20*	x	x
#59 CSCCC(c1nnnn1Cc1ccccc1)N1CCC2(CC1)C(=O)NCN2c1ccccc1 (stereo not given)
  -14	x	x	-3	x	x
#60 c1ccc(N2[C@@H]3CC[C@H]2c2ccncc2C3)cc1
  1	x	x	-5	x	x
#61 Cc1ccccc1OP(=O)(Oc1ccccc1C)N1CCOCC1
  4	x	x	-8	x	x
#62 Brc1ccc2c(c1)-n1nncc1CN(CC1CCCCC1)C2
  0	x	x	-6	x	x
#63 C[C@H]1COc2cc(N3CCN(C)CC3)ccc2S(=O)(=O)N1
  11	x	x	-5	x	x
#64 CC12CCC(O)CC1CCC1C2CCC2(C)C(C(=O)CO)CCC12 (stereo not given)
  -5	x	x	2	x	x
#65 O=C(CCc1ccccc1)N1Cc2cc(-c3ccccc3)ccc2-n2nncc2C1
  -9	x	x	-7	x	x
#66 O=C1NCN(c2ccccc2)C12CCN(C(c1cccs1)c1nnnn1C1CCCCC1)CC2 (stereo not given)
  -7	x	x	-2	x	x
#67 CCCCCN1C(=O)c2cc(OC)ccc2[C@@]2(C(=O)OCC)Cc3cc(Cl)ccc3[C@@H]12
  17	x	x	36*	x	x
#68 CCOC(=O)[C@]12Cc3cc(Cl)ccc3[C@H]1N(C)C(=O)c1cc(OC)ccc12
  6	x	x	-6	x	x
#69 COc1ccc(-n2nnnc2C(C2CC2)N2CCC(n3c(=O)[nH]c4ccccc43)CC2)cc1 (stereo not given)
  -10	x	x	1	x	x
#70 COc1cc(C(=O)N2Cc3ccc(Br)cc3-n3nncc3C2)cc(OC)c1OC
  11	x	x	-3	x	x
#71 CC(C)N1CCOC(c2ccc(O)c(O)c2)C1 (stereo not given)
  -2	x	x	4	x	x
#72 COc1ccc2c(c1)C13CCN4CC5=CCOC6CC(=O)N2C1C6C5CC43 (stereo not given)
  6	x	x	1	x	x

Reformatted: entries from further up
#68 CCOC(=O)[C@]12Cc3cc(Cl)ccc3[C@H]1N(C)C(=O)c1cc(OC)ccc12
  M4 PAM: 6; IDE cell inh: x; p-CIP stab down: x; GalR3 antagonist: -6; MEKK3 PB1 HTS: x; PHOSPHO1 inh: x

#66 O=C1NCN(c2ccccc2)C12CCN(C(c1cccs1)c1nnnn1C1CCCCC1)CC2 (stereo not given)
  M4 PAM: -7; IDE cell inh: x; p-CIP stab down: x; GalR3 antagonist: -2; MEKK3 PB1 HTS: x; PHOSPHO1 inh: x

#64 CC12CCC(O)CC1CCC1C2CCC2(C)C(C(=O)CO)CCC12 (stereo not given)
  M4 PAM: -5; IDE cell inh: x; p-CIP stab down: x; GalR3 antagonist: 2; MEKK3 PB1 HTS: x; PHOSPHO1 inh: x

Remaining list, next part:
Each structure is followed by: M4 PAM	IDE cell inh	p-CIP stab down	GalR3 antagonist	MEKK3 PB1 HTS	PHOSPHO1 inh
#73 N#Cc1ccc2nc(-c3ccc(CN4CCC(n5c(=O)[nH]c6ccccc65)CC4)cc3)c(-c3ccccc3)nc2c1
  -10	x	x	-7	x	x
#74 c1cc2c(cc1N1CCCCC1)CNCc1cnnn1-2
  -1	x	x	-6	x	x
#75 COc1ccc(C(=O)C2CCCN(CC3CCCCC3)C2)cc1OC (stereo not given)
  -11	x	x	-9	x	x
#76 O=C1c2cccc(N3CCNCC3)c2C2CCCCN12 (stereo not given)
  -3	x	x	-5	x	x
#77 CCCCn1nnnc1C(CC)N1CCC2(CC1)C(=O)NCN2c1ccccc1 (stereo not given)
  2	x	x	-6	x	x
#78 O=c1[nH]c2ccccc2n1C1CCN(Cc2ccc(-c3nc4ccc(F)cc4nc3-c3ccccc3)cc2)CC1
  -1	x	x	-3	x	x
#79 O=C1c2ccccc2-n2nncc2C2c3cc(Br)ccc3CCN12 (stereo not given)
  -8	x	x	-7	x	x
#80 O=C1NCN(c2ccccc2)C12CCN(C(CCc1ccccc1)c1nnnn1C1CCCC1)CC2 (stereo not given)
  -2	x	x	0	x	x
